rTrxR1 inhibitor: qHTS Assay for Inhibitors of Mammalian Selenoprotein Thioredoxin Reductase 1 (TrxR1): qHTS; 1% of 390,000 active; AID 588453, 2011; recombinant rTrxR1, NADPH fluorescence consumption, selenite substrate; Thioredoxin reductase 1, cytoplasmic (Rattus norvegicus), O89049; Potency, µM (top dose mostly 114 µM), for inactives: at the top dose activity change, negative = inhibition, usual class: inhibitors; also: potency is read from the fitted curve at half-maximal effect; % is scaled to controls: 0 for no effect and ±100 for the full control effect; nearly all actives have a fitted effect of over 65% in size
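Rat TrxR1 (90 nM in the dispensed reagent) was pre-reduced with 400 uM NADPH for 5 min at room temperature, then incubated with compound for 15 min. After 400 uM selenite was added, NADPH fluorescence (Ex 340/Em 450 nm) was followed for 8 min.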
TrxR1 substrate: qHTS Assay for Substrates of Mammalian Selenoprotein Thioredoxin Reductase 1 (TrxR1): qHTS; Thioredoxin reductase 1, cytoplasmic (Rattus norvegicus), O89049; purified TrxR1 substrate turnover, NADPH consumption readout; Potency, µM (top dose mostly 114 µM), for inactives: top-dose activity change, negative = substrate turnover; 0.01% of 390,000 active; also: potency is read from the fitted curve at half-maximal effect; % is scaled to controls: 0 for no effect and ±100 for the full control effect; nearly all actives have a fitted effect of over 50% in size
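Rat TrxR1, dispensed at 90 nM, was prereduced with 400 uM NADPH (final) for 5 min at ~22 deg C, then incubated with compound 15 min before 400 uM selenite. A first-read NADPH fluorescence drop versus no-compound background flagged substrates.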
IDH1 R132H inh: qHTS for Inhibitors of mutant isocitrate dehydrogenase 1 (IDH1): qHTS; Isocitrate dehydrogenase [NADP] cytoplasmic (Homo sapiens), O75874; IDH1-R132H enzyme, NADPH consumption, diaphorase/resazurin fluorescence; Potency, µM (highest dose often 76.6 µM), inactives show at the highest dose activity change, negative = inhibition, usual class: inhibitors; 0.093% of 390,000 active; AID 602179, 2012; also: potency is read from the fitted curve at half-maximal effect; % is scaled to controls: 0 for no effect and ±100 for the full control effect; nearly all actives have a fitted effect of over 65% in size
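IDH1-R132H (0.5 ug/mL) preincubated 30 min with compound, then NADPH (0.016 mM) and alpha-KG (2 mM) added; 80 min at RT, pH 7.5. Remaining NADPH coupled via diaphorase/resazurin to fluorescence (540/590 nm); concentration-response curves normalized to no-enzyme control.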
TRHR agonist: qHTS for Small Molecule Agonists and Allosteric Enhancers of Human TRH Receptor: Primary Screen for Agonists. 0.18% of 360,000 active. activation, % at 2 µM. TRHR cells, calcium flux fluo-8, FDSS agonist mode. AID 493084, 2011; in the data active = activation above about 30%; also: 0% is about no effect
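Read-out: compound-evoked intracellular calcium rise in TRHR cells, fluo-8 dye, kinetic FDSS fluorescence at 1 s/cycle following a 10-cycle baseline. Cells cultured overnight before dye loading (30 min–1.5 h, RT).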
Pin1 inh: qHTS Assay to Find Inhibitors of Pin1; Peptidyl-prolyl cis-trans isomerase NIMA-interacting 1 (Homo sapiens), Q13526; Pin1 FP peptide displacement, HiFluor488, 10 min; Potency, µM (top dose mostly 115 µM), without a hit: top-dose activity, negative = inhibition, actives largely listed as inhibitors; 0.009% of 390,000 active; active = well fitted inhibition curve with a large enough effect in the polarisation, with a control signal flat, not every such curve was filed as active; inconclusive = small, poorly fitted or top-dose-only effect, or effect the other way, or a change in a side signal; inactive = no such curve, though single readings can be large or run the other way; the % refers to the polarisation; also: potency is read from the fitted curve at half-maximal effect; % is scaled to controls: 0 for no effect and ±100 for the full control effect
Target sequence (Q13526 whole entry, looked up): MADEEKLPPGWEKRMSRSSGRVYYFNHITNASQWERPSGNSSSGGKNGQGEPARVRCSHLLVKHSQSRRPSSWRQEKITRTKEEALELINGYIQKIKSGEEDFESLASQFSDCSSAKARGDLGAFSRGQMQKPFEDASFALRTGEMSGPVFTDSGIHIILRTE
D2 agonist: HTS Assay for Allosteric Agonists of the Human D2 Dopamine Receptor: Primary Screen for Agonists | HEK293 T-REx D2 cells, calcium flux agonist mode | activation, % at 2 µM | 0.53% of 340,000 active | AID 485358, 2010;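 active = activation over 3 SD above normal in the single-dose calcium agonist read, cut at about 30% in these data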; also: 0% is about no effect
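HEK293 Trex D2 cells, tetracycline-induced, o/n 30 C 5% CO2; no-wash Ca dye, RT 30–90 min; 10-cycle baseline, 23 nl cpd added, kinetic Ca read 180 s; agonist hits = positive Ca response.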
USP1-UAF1 inh: Inhibitors of USP1/UAF1: Primary Screen | Ubiquitin carboxyl-terminal hydrolase 1 (Homo sapiens), O94782 | recombinant USP1/UAF1, Ub-Rhodamine cleavage fluorescence | Potency, µM (highest dose often 57.1 µM), for inactives: at the highest dose activity change, negative = inhibition, actives largely listed as inhibitors | 0.23% of 390,000 active; also: potency is read from the fitted curve at half-maximal effect; % is scaled to controls: 0 for no effect and ±100 for the full control effect; nearly all actives have a fitted effect of over 60% in size; inactives centre near -12
Target sequence (O94782 whole entry, looked up): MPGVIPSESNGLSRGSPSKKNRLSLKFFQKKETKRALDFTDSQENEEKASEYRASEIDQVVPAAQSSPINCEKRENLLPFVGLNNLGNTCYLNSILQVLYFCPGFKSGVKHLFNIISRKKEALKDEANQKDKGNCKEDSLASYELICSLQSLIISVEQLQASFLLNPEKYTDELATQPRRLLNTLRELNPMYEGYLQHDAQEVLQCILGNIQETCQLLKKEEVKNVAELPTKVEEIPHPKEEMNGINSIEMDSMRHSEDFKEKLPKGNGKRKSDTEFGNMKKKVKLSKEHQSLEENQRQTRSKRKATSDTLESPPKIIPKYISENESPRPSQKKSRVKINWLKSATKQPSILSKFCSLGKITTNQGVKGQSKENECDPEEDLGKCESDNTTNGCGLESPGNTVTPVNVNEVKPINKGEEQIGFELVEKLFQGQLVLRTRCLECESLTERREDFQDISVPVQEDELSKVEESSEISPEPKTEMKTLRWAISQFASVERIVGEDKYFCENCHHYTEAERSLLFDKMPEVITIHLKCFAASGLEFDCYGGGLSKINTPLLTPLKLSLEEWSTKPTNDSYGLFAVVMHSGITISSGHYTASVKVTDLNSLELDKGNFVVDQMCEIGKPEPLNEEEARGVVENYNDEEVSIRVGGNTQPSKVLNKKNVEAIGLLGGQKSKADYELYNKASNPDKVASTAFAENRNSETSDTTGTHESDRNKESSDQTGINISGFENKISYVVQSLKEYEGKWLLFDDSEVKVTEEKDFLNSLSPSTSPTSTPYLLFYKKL
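High-throughput fluorogenic screen: 1nM USP1/UAF1 complex, Ub-Rho substrate 150nM final, 50mM HEPES pH 7.8 with 0.5mM EDTA, 0.1 mg/ml BSA, 1mM TCEP and 0.01% Tween-20.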
TRHR enhancer: qHTS for Small Molecule Agonists and Allosteric Enhancers of Human TRH Receptor: Primary Screen for Enhancers; Thyrotropin-releasing hormone receptor (Homo sapiens), P34981; TRHR cells, fluo-8 calcium fluorescence, EC20 TRH enhancement; enhancement, % at 2 µM; 0.66% of 360,000 active; in the data active = enhancement above about 30%; also: 0% is about no effect
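TRHR-expressing cells loaded with fluo-8 calcium dye were read kinetically (ex 480/em 530) during compound addition, then stimulated with an EC20 of TRH (10 nM final). Enhancement of the Gq-mediated intracellular calcium response was scored.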
D2 antagonist: HTS Assay for Allosteric Antagonists of the Human D2 Dopamine Receptor: Primary Screen for Antagonists | D(2) dopamine receptor (Homo sapiens), P14416 | HEK293 TREx D2 cells, calcium flux, dopamine EC80 | inhibition, % at 10 µM | 2% of 340,000 active | AID 485344, 2010; in the data active = inhibition above about 30%; also: 0% is about no effect
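Tetracycline-induced HEK293 T-REx cells expressing D2 force-coupled to calcium signalling were dye-loaded, exposed to compound for 180 s, then challenged with an EC80 of dopamine; calcium flux was followed kinetically for a further 180 s.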
Starred values were filed as active, the others as inactive; ? = inconclusive; . = not tested or not shown; [ ] = another dose, or the depositor's remark. Unless noted, calls follow the shape of the dose curve; as a rule, active = well fitted inhibition curve with a large enough effect; inconclusive = small, poorly fitted or top-dose-only effect; inactive = no such curve, though single readings can be large or run the other way. This is a subset. The share of hits here may be higher or lower than overall.

Compound,rTrxR1 inhibitor,TrxR1 substrate,IDH1 R132H inh,TRHR agonist,Pin1 inh,D2 agonist,USP1-UAF1 inh,TRHR enhancer,D2 antagonist
Cc1cc2oc3ccc(NCCC4CCCN4C)cc3c(=O)c2cc1C (stereo not drawn),-4%[57.1 µM],8%[57.1 µM],-4%,.,-3%,.,14%,.,.
COc1cc2c(cc1OC)C(C(=O)Nc1cc(OC)c(OC)c(OC)c1)C(c1cccnc1)N(C)C2=O (stereo not drawn),0%,-4%,0%,0.8,-3%,1.2,-10%,-3,-2
CSCc1ccc(C(=O)Nc2cccc(C)c2C)cc1,2%,-6%,1%,-0.5,3%,-0.7,-11%,-2,4
NC1=CC(=O)c2cccc3cccc1c23,.,.,.,1.5,.,1.1,.,11,-14
COc1ccccc1N/C=C1/Sc2cc(Cl)ccc2NC1=O,.,.,.,0.1,.,0.1,.,-2,4
Fc1ccc(OCc2nc(-c3ccncc3)n[nH]2)cc1,18%[57.1 µM],5%[57.1 µM],4%,-0.4,-1%,0.4,-18%,-1,-1
COc1ccc(OCCNS(=O)(=O)c2cccc([N+](=O)[O-])c2)cc1,12%[57.1 µM],8%[57.1 µM],4%,-0.5,2%,-0.2,-22%,-8,-2
CN(C)S(=O)(=O)Nc1cc(Cl)cc(Cl)c1,23%[57.1 µM],9%[57.1 µM],1%,0.4,-3%,-0.6,?,-3,-7
COC(=O)C1=C(C)NC(C)=C(C(=O)OC)C1C(=O)OCc1nnc(-c2ccccc2Cl)o1,-5%,5%,0%,0.8,0%,-0.8,-25%,1,-14
Cc1ccc(S(=O)(=O)NC2CCCCC2)c(C)c1NS(C)(=O)=O,15%,4%,-8%,0.2,1%,0.1,-15%,-2,-1
O=C(NC1(C(F)(F)F)NC(=O)N(Cc2ccco2)C1=O)c1cccnc1 (stereo not drawn),1%[57.1 µM],-6%[57.1 µM],7%,0.0,-5%,1.5,-22%,2,-4
COc1ccc(C(=O)NCCc2nnc3ccc(SCC(=O)N4CCCCC4)nn23)cc1,1%,-6%,0%,-0.5,-9%,1.5,-26%,-5,0
O=C(COc1ccc(F)cc1)Nc1ccc2nc(SCC(=O)N3CCOCC3)sc2c1,-4%,-11%,6%,0.7,-2%,-1.9,-16%,1,.
COc1ccc(NC(=O)c2cccc(N3CCCS3(=O)=O)c2)cc1,20%[57.1 µM],7%[57.1 µM],16%,0.0,-5%,0.1,-22%,4,.
CN1CCN(S(=O)(=O)c2ccc(NC(=O)C(C)(C)C)cc2)CC1,11%,1%,4%,-2.3,-20%,1.6,-11%,12,19
OCC[C@@H]1C[C@@H](O)[C@H](O)[C@]2(CCCc3ccccc3O2)O1,-3%,-2%,-5%,0.4,-1%,-1.0,21%,-1,11
CC(NC(=S)NC1CCC(C(C)(C)C)CC1)c1ccccc1 (stereo not drawn),24%,1%,-14%,-0.3,1%,0.7,-27%,3,-3
O=C1c2ccccc2CN1C(CO)Cc1ccccc1 (stereo not drawn),14%,6%,7%,1.2,-4%,1.0,-25%,-7,17
COC(=O)C1=C(N)Oc2cc(C)n(Cc3cccnc3)c(=O)c2C1c1cc(OC)ccc1OC (stereo not drawn),16%,4%,-4%,-0.2,1%,0.8,-2%,4,-5
Cc1ccc(CCCNC(=O)C2CCC(=O)N(Cc3cccc(F)c3)C2)cc1 (stereo not drawn),14%,-1%,-9%,-0.5,-12%,0.3,-8%,-2,3
N#Cc1cccc(NCC(=O)Nc2ccc3c(c2)OCCO3)c1,8%,5%[57.1 µM],0%,-0.6,14%,0.3,2%,-6,-2
Cc1ccc(-c2nnn(CC(=O)N(CC3CCCO3)C(C(=O)NCC3CCCO3)c3ccc(F)cc3)n2)o1 (stereo not drawn),9%,4%,2%,-0.3,-8%,.,-11%,6,.
CCCCC1(CC)COC(c2ccccc2)OC1 (stereo not drawn),13%,-1%,9%,.,-12%,.,-13%,.,.
CCOc1ccc(N=Cc2c(O)c3ccccc3oc2=O)cc1,5%,-6%,1%,-0.2,14%,0.7,-8%,-2,5

Two compounds picked at random from those above:
Compound,rTrxR1 inhibitor,TrxR1 substrate,IDH1 R132H inh,TRHR agonist,Pin1 inh,D2 agonist,USP1-UAF1 inh,TRHR enhancer,D2 antagonist
CC(NC(=S)NC1CCC(C(C)(C)C)CC1)c1ccccc1 (stereo not drawn),24%,1%,-14%,-0.3,1%,0.7,-27%,3,-3
N#Cc1cccc(NCC(=O)Nc2ccc3c(c2)OCCO3)c1,8%,5%[57.1 µM],0%,-0.6,14%,0.3,2%,-6,-2

Carrying on:
Compound,rTrxR1 inhibitor,TrxR1 substrate,IDH1 R132H inh,TRHR agonist,Pin1 inh,D2 agonist,USP1-UAF1 inh,TRHR enhancer,D2 antagonist
CCc1ccc(-n2c(=O)c3c4c(sc3n(CC(=O)c3ccc(Cl)cc3)c2=O)CCC4)cc1,6%,5%,-4%,-0.8,-1%,.,-11%,14,.
Cc1ccc2cc(CN(CC3CCCO3)S(=O)(=O)c3cccc4nsnc34)c(=O)[nH]c2c1 (stereo not drawn),7%,-2%,7%,-0.1,3%,1.3,-14%,1,-8
COc1ccc(OC)c(COC(=O)c2cc([N+](=O)[O-])ccc2N2CCOCC2)c1,14%,-3%,2%,0.7,-1%,0.6,-19%,3,-1
Cc1ccc(S(=O)(=O)c2cc3c(=O)n4cccc(C)c4nc3n(C3CCCCC3)c2=N)cc1,24%,7%,2%,0.0,-8%,0.2,-11%,2,9
OC1CCN(CC(O)C(F)(F)F)CC1 (stereo not drawn),6%[57.1 µM],7%[57.1 µM],0%,0.4,2%,-0.2,0%,1,-12
COc1ccc(C2CCCN2C(=O)Nc2ccc(Cl)cc2)cc1OC (stereo not drawn),8%,1%,1%,-0.1,?,-0.8,-13%,-3,12
CCOC(=O)C1=C(CN(C)Cc2ccccc2)NC(=O)NC1c1ccc(OC(C)C)cc1 (stereo not drawn),2%,-15%,3%,-0.1,1%,-0.5,?,6,.
C/C(N)=C(/C#N)C(=O)COC(=O)CC1CCCC1,3%,2%,-2%,-0.3,2%,0.7,-8%,-3,-2

Some of the entries above in another layout.
Order of results: rTrxR1 inhibitor, TrxR1 substrate, IDH1 R132H inh, TRHR agonist, Pin1 inh, D2 agonist, USP1-UAF1 inh, TRHR enhancer, D2 antagonist
Cc1ccc(S(=O)(=O)c2cc3c(=O)n4cccc(C)c4nc3n(C3CCCCC3)c2=N)cc1
→ 24%, 7%, 2%, 0.0, -8%, 0.2, -11%, 2, 9
OC1CCN(CC(O)C(F)(F)F)CC1 (stereo not drawn)
→ 6%[57.1 µM], 7%[57.1 µM], 0%, 0.4, 2%, -0.2, 0%, 1, -12
COc1ccc(C2CCCN2C(=O)Nc2ccc(Cl)cc2)cc1OC (stereo not drawn)
→ 8%, 1%, 1%, -0.1, ?, -0.8, -13%, -3, 12
CCOC(=O)C1=C(CN(C)Cc2ccccc2)NC(=O)NC1c1ccc(OC(C)C)cc1 (stereo not drawn)
→ 2%, -15%, 3%, -0.1, 1%, -0.5, ?, 6, .
C/C(N)=C(/C#N)C(=O)COC(=O)CC1CCCC1
→ 3%, 2%, -2%, -0.3, 2%, 0.7, -8%, -3, -2

(list continues)
Compound,rTrxR1 inhibitor,TrxR1 substrate,IDH1 R132H inh,TRHR agonist,Pin1 inh,D2 agonist,USP1-UAF1 inh,TRHR enhancer,D2 antagonist
CSc1ncc(Cl)c(C(=O)Nc2c(C(=O)c3ccc(Cl)cc3)oc3ccccc23)n1,4%,-7%,-6%,0.2,2%,0.5,5%,47*,.
CCOCCCn1c(=N)c(S(=O)(=O)c2ccc(Cl)cc2)cc2c(=O)n3cccc(C)c3nc21,30%,13%,-9%,-0.2,6%,0.9,-27%,-8,.
COc1cc(/C=C(/C#N)C(=O)NC(C)c2ccccc2)cc(OC)c1O (stereo not drawn),-17%,-17%,10%,118*,?,-0.8,0%,0,-24
Cc1nc(-c2cccc(NC(=O)c3ccco3)c2)cs1,4%,-3%,1%,-0.9,2%,-1.2,-12%,5,-10
Cc1cc(NC(=O)CSc2nc(C(C)C)nc3sc4c(c23)CCCC4)no1,-3%,-2%,1%,0.1,0%,-1.3,3%,4,-11
Cc1nc2ccn(Cc3ccccc3)c(=O)c2cc1C(=O)N1CCN(c2ccccc2F)CC1,2%[57.1 µM],6%[57.1 µM],10%,-0.6,-3%,-0.3,-16%,-9,.
COc1cc(OC)c2c(c1)C(=O)OC2,10%,5%,-1%,0.1,0%,1.2,-10%,-4,2
COc1ccccc1N(CC(=O)NC(C)(C)C)S(=O)(=O)c1cccs1,6%[57.1 µM],-6%,23%,-0.2,-3%,1.1,-2%,0,12
CCOC(=O)Cn1c(CN2CC(C)OC(C)C2)nc2c1c(=O)n(C)c(=O)n2C (stereo not drawn),6%[57.1 µM],8%[57.1 µM],5%,-0.9,-4%,0.2,-14%,1,-9

Screens from PubChem.
